DAX1 inh-1 – NR0B1 (DAX1) inhibition | P51843 | HEK293 Gal4-DAX1 luciferase reporter, luminescence | inhibition, % at 6.75 µM | 340,000 tested, 0.99% active | AID 504766;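 active means inhibition above the mean over all tested compounds plus 3 SD, cut at about 4.2% in these data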;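 further: 0% = DAX1-transfected cells with DMSO and 100% = empty-vector control cells with DMSO; inhibition shows as a rise in luminescence from relieved DAX1 repression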
SMARCA2 act – SMARCA2 function activation, primary screen; activation, % at 9.1 µM; MG213 cells, MMTV-luciferase reporter, dexamethasone, overnight; 370,000 tested, 1% active; in the data active means activation above about 7.8%;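 further: 0% = vehicle wells and 100% = reference activator wells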
PLC-beta3 inh – inhibitors of human phospholipase C beta3; Q01970; Purified PLC-beta3, fluorogenic substrate, fluorescence; inhibition, % at 12.2 µM; 370,000 tested, 0.18% active; in the data active means inhibition above about 11%;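 further: 0% = median of compound wells on plate and 100% = full blocker control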
NR1D1 modulator – Rev-erb alpha (human) modulation. P20393. activity, % at 10 µM. 370,000 tested, 0.79% active. Rev-erbα–FITC-DNA binding, fluorescence polarization, 90 min;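 active means activity above about 14%, limit read from the data; passing the limit was not always enough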;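 further: 0% = DMSO wells with 35 nM protein and 100% = DMSO wells with 750 nM protein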
ssDAF-12 act – activates DAF-12 receptor from parasite S. stercoralis; 370,000 tested, 1% active; HEK293 ssDAF-12/GRIP1 lit1-tk-luc reporter, luminescence; % of 3 µM dafachronic acid response; activation, % at 6.8 µM; AID 652126;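 active means activation above the mean over all tested compounds plus 3 SD, cut at about 0.9% in these data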;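 further: 0% = DMSO-only wells and 100% = 3 µM delta7-dafachronic acid wells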
FXN GAA850 act – activators of GAA850 frataxin (FXN) promoter; 360,000 tested, 0.56% active; HEK293 lucGAA850 FXN promoter luciferase reporter, 24 h; percent of 10 µM SAHA response; activation, % at 6 µM;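 active means activation above the average of all compounds screened plus 3 SD, cutoff fixed separately per campaign, cut at about 7.5% in these data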;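 further: 0% = DMSO wells and 100% = 10 µM SAHA wells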
hgDAF12 agonist – activates the H. glycines DAF-12 receptor ligand-binding domain. HEK293 GAL4-hgDAF12 UAS-luciferase reporter, agonist luminescence; normalized to butyrate control. activation, % at 6.8 µM. 370,000 tested, 1.8% active. AID 687014;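 active means activation above a cutoff set at the mean of all screened compounds plus 3 SD, cut at about 10% in these data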;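 further: 0% = DMSO wells and 100% = sodium butyrate wells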
HGIII-sPLA2 inh – Inhibits HGIII-sPLA2 liposome hydrolysis, primary screen. inhibition, % at 12.2 µM. Q9NZ20. 370,000 tested, 0.56% active. QFRET BODIPY PC-A2 liposome hydrolysis, fluorescence;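 active means inhibition above mean plus 3 SD of compounds lying within the high and low control bounds, cut at about 19% in these data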;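 further: 0% = median of test compound wells and 100% = no enzyme DMSO wells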
hcDAF12 agonist – activators of H. contortus DAF-12 nuclear receptor; HEK293 hcDAF-12 lit1-tk-luc reporter, luminescence; 0% DMSO, 100% Δ7-dafachronic acid; 370,000 tested, 1.4% active; activation, % at 6.8 µM;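 active means activation above the mean of all tested compounds plus 3 SD, cut at about 5.5% in these data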;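 further: 100% = response to 3 µM Δ7-dafachronic acid high control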
DAX1 inh-2 – blocks DAX1 repression of SF-1 activated StAR promoter; inhibition, % at 6.8 µM; AID 652010; HEK293T StAR-luciferase reporter, SF-1/DAX-1 repression relief; 370,000 tested, 1.1% active;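 active means inhibition above the mean over all tested compounds plus 3 SD, cut at about 3.6% in these data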;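 further: 0% = DAX-1 cells with DMSO and 100% = cells lacking DAX-1 with DMSO; higher inhibition means more luminescence from relief of DAX-1 repression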
PG9 binder – binds the HIV-1 gp120 antibody PG9; TR-FRET gp120-PG9 antibody binding; inhibition, % at 6.7 µM; 360,000 tested, 0.43% active; AID 624416; in the data active means inhibition above about 8.5%
Numbers without * were called inactive; i = inactive; nt = no result given.

SMILES	DAX1 inh-1	SMARCA2 act	PLC-beta3 inh	NR1D1 modulator	ssDAF-12 act	FXN GAA850 act	hgDAF12 agonist	HGIII-sPLA2 inh	hcDAF12 agonist	DAX1 inh-2	PG9 binder
COc1ccc(NC(=O)CSc2nc3ccccc3c(=O)n2CCC(=O)N2CCCCC2)cc1	-0.3	-5	0	-2	-1.1	-5.1	0.1	2	-0.6	-1.4	-2.2
COc1cc(C(=O)Oc2ccccc2/C=N/NC(=O)c2ccc(C)c(Cl)c2)cc(OC)c1OC	0.1	-2	0	-6	-1.0	-0.2	2.1	2	-2.2	0.5	-0.4
O=[N+]([O-])c1ccc(C2Nc3cccc4cccc(c34)N2)cc1	1.0	1	0	-14	1.6*	1.5	1.9	0	3.1	-0.4	-4.5
CCc1ccc(-c2nc(NC(=S)NC(=O)c3cccs3)sc2C)cc1	-0.1	-1	1	-3	-0.8	-1.3	2.0	8	-0.8	1.1	0.1
Cc1ccc(C)c(NC(=S)NC(NC(=O)Cc2ccccc2)C(Cl)(Cl)Cl)c1 (configuration not stated)	-0.1	-1	-1	5	-1.4	-1.4	-0.1	1	-0.3	0.3	-1.9
COc1ccc(-c2nnc(SCC#N)o2)cc1	2.4	-1	-1	-4	-1.4	1.9	-1.3	-4	-2.2	0.8	-1.6
Cc1ccc(S(=O)(=O)NCCNc2ccc([N+](=O)[O-])cc2C(F)(F)F)cc1	0.1	-4	0	2	-0.9	-0.6	1.4	-25	-1.6	-0.9	1.1
Cc1ccc(N(C(=O)CCC(=O)Nc2ccccn2)C(C(=O)NC(C)C)c2ccc(F)cc2)cc1 (configuration not stated)	1.9	-1	-7	7	-1.1	-0.7	-1.5	11	0.0	0.0	-0.8
Cc1ccc(C(=O)NNC(=O)C(C)Oc2ccccc2F)cc1S(=O)(=O)N1CCOCC1 (configuration not stated)	-0.2	-1	-6	3	-1.6	1.5	-0.4	-1	-2.7	-1.9	-0.3
CC(C)CN(CC(C)C)C(=O)Nc1cccc([N+](=O)[O-])c1	0.4	-2	-12	-3	-1.6	1.9	-3.2	4	-1.4	-1.0	0.9
Cc1cc(C(=O)Cn2nc(C(=O)O)c3ccccc3c2=O)c(C)n1-c1ccccc1	-1.3	0	-1	11	0.1	2.5	7.3	-1	1.7	1.1	-2.1
O=[N+]([O-])c1ccc(O)c(CN2CCCCCC2)c1	2.7	-2	-3	-8	-0.3	1.2	-2.1	-1	-1.3	-0.3	-1.6
Cc1cccc(-n2c(-c3csc(C)c3C)n[nH]c2=S)c1	0.2	-1	-1	0	-1.5	2.4	2.5	17	1.3	-0.5	0.8
O=c1c2ccccc2nc(CSc2nnnn2-c2ccccc2)n1-c1ccccc1Cl	0.8	-4	-4	4	-1.3	2.2	-0.3	15	-0.9	-1.1	3.0
Cc1ccccc1NC(=O)Nc1nc(C2CCC(=O)N2)cs1 (configuration not stated)	nt	-3	0	3	-1.0	-1.4	-3.8	2	-2.1	-1.2	0.4
COc1cccc(CNC(=O)CCC(=O)N2CC(C)Oc3ccccc32)c1OC (configuration not stated)	0.2	0	-3	8	-1.4	-1.9	-3.5	1	-1.0	1.2	-1.7
S=c1[nH]c2nc(Cl)c(Cl)nc2[nH]1	0.5	-2	-46	-7	-0.6	-0.1	3.1	6	-0.4	0.5	2.3
O=C(O)c1ccc(NC(=O)c2ccccc2NC(=O)c2cccc(F)c2)cc1	0.1	-1	-8	-2	-0.5	1.8	-0.2	-7	0.5	-0.3	-0.3
CCOc1ccc(CCNC(=O)c2ccc(OCc3c(C)noc3C)cc2)cc1OCC	-1.9	-2	-5	0	-1.2	-1.4	-3.4	-9	-3.9	-5.0	-2.2
O=C(Nc1cccc(Cl)c1N1CCCCC1)c1ccc2c(c1)OCCO2	2.2	0	2	-2	-1.3	-0.1	0.5	-7	-1.5	0.1	-1.9
Cc1ccc(-c2nnc(N3CCN(C(=O)c4ccco4)CC3)c3ccccc23)cc1	-0.8	-6	-2	1	-1.5	0.6	-3.8	-1	-2.7	-0.4	-0.3
Cc1c(Cl)cccc1-n1ccnc1SCC(=O)O	-1.1	0	1	-3	-1.0	-0.8	1.0	1	4.9	-1.1	-0.4
CC(O)CNc1nc2c(c(=O)n(Cc3ccccc3)c(=O)n2C)n1C (configuration not stated)	0.6	9.7*	-2	-4	-1.4	-1.0	-1.4	5	-1.2	-0.2	-0.6
CC(=O)NCCCC(=O)NN1C(=S)N(Cc2ccccc2)C(=O)C1CC(=O)Nc1cccc(C)c1 (configuration not stated)	0.2	-2	-4	1	-2.0	-0.5	-2.2	-51	-0.9	-0.8	-0.4
O=S(=O)(c1ccc(Oc2ccc(Br)cc2F)nc1)N1CCCCC1	1.2	-4	2	11	-1.2	-2.5	1.4	4	0.2	-0.1	1.7
CCN(CC)S(=O)(=O)c1ccc2c(c1)N(CC(=O)NCc1ccccn1)C(=O)CO2	0.2	4	-3	4	-0.2	1.4	-1.3	0	-0.4	-0.1	-0.3
Cc1cc(C)cc(NC(=O)c2ccc(CNc3c(N4CCCC4)c(=O)c3=O)cc2)c1	-1.0	0	-3	-4	-1.1	0.7	-0.5	-8	-1.8	0.6	-3.2
COc1cc(/C=C/C(=O)OCC(=O)N(CC(C)C)c2c(N)n(Cc3ccccc3)c(=O)[nH]c2=O)ccc1O	-0.1	-1	-76	0	-0.9	-0.3	-0.6	-9	0.2	-1.6	-1.2
O=C(CSc1ccc(Br)cc1)Nc1ccc(N2CCOCC2)cc1	0.8	0	0	-7	-1.3	1.3	-0.1	1	-1.5	-0.9	0.2
CCCOc1c(Br)cc(/C=N/O)cc1OC	0.4	2	-1	-4	-0.9	3.3	3.4	-6	-0.7	-0.1	0.6
CN1C(=O)c2ccccc2N(C)C1c1cccc(O)c1 (configuration not stated)	0.8	-2	i	-1	-1.4	2.4	3.6	1	-1.4	0.0	-0.8
COc1ccc(N2CCN(C(=O)CSc3nnc(-c4cc5ccccc5cc4O)n3C)CC2)cc1	-1.6	-6	-14	-8	-1.4	-6.2	-5.5	-17	-2.5	-2.3	-0.1
OCCCNC(=S)NC1CCCC1	-0.1	2	3	0	-1.4	5.3	4.1	2	1.9	0.4	-3.3
Cc1cc(=O)[nH]c2cc(O)ccc12	1.7	-4	-468	-1	-1.2	1.6	-1.2	-1	-0.2	-0.2	1.9
Cc1ccc(C(=O)N(C)CC(=O)Nc2ccc(N3CCOCC3)cc2)s1	0.3	2	-7	1	-0.3	3.4	1.5	2	0.7	0.4	-0.7
CCCC(=O)NNC(=O)CCC(=O)Nc1ccccc1Cl	-0.8	-3	0	1	-0.7	0.4	-0.6	-3	0.2	1.0	-1.1
CCOc1ccccc1OCC(=O)OCC(=O)c1c(C)[nH]c2ccccc12	-0.4	-1	-6	0	-0.3	-0.6	-0.7	-18	1.1	0.5	-0.4
CCc1ccc(OCCCC(=O)NCc2ccccc2)cc1	-0.1	-2	-2	2	-0.1	-0.6	-0.3	2	-3.9	-0.5	-1.6
Cc1nn(C)c(Cl)c1CN1CCN(CCC(C)C)C(CCO)C1 (configuration not stated)	1.6	-5	-7	4	-1.3	-0.8	-1.7	10	-1.5	0.2	-0.2
Cc1ccc(CNC(=O)c2ccc(CS(=O)(=O)c3ccccc3C)o2)cc1	1.1	-3	-8	-4	-0.2	0.3	-2.7	-7	-0.3	0.0	0.5
Cc1cccc(C(=O)OCC(=O)c2ccc3c(c2)NC(=O)CO3)c1	0.1	0	-2	8	-1.2	-1.1	2.2	-12	-0.1	-1.9	15*
N#C/C(C(N)=O)=C1/CCCN1Cc1ccccc1	nt	-3	1	10	-1.1	-0.2	0.3	16	-1.6	-0.1	0.7
CCN1CCN(CC(=O)Nc2cc(C)c(C)cc2[N+](=O)[O-])CC1	0.5	4	3	-1	-0.7	0.4	1.9	-6	1.1	-0.3	-2.6
Cc1noc(C)c1C(=O)OCC(=O)c1ccc[nH]1	1.5	-1	0	-6	-1.1	2.0	1.3	3	-1.5	0.0	1.2
CC(C)Oc1ccc(CN=C(N)N=C(N)N)cc1Cl	-0.4	-1	-3	-7	-2.0	0.6	-4.5	7	-1.8	-0.5	-0.1
Cc1ccc(CN2C(=O)N/C(=C/c3ccc(-c4ccc(C(=O)O)cc4)o3)C2=O)cc1	2.0	4	-22	5	0.5	0.9	1.4	-2	-1.0	0.7	-0.6
CCc1nc2ccc(C(=O)Nc3ccc(OC)c(OC)c3)cn2c1N(C)C(=O)Cc1ccccc1	nt	-5	0	-6	-1.5	2.5	0.2	7	0.6	-0.7	-1.3
CC(C)N1CCSC1=S	0.1	0	-3	-2	-1.0	2.2	0.6	11	-0.2	-0.2	0.8
COc1ccccc1Oc1ccc2c(c1)C(=O)N(c1ccccc1)C2=O	0.1	-2	2	67*	-0.6	0.8	-2.5	-8	-1.6	-0.6	1.0
CC1=CC(C)C2(CO)COC(c3ccccc3O)C1C2C (configuration not stated)	0.5	-2	2	6	-0.8	-1.6	0.6	-11	-1.2	0.6	-2.5
Following part
SMILES	DAX1 inh-1	SMARCA2 act	PLC-beta3 inh	NR1D1 modulator	ssDAF-12 act	FXN GAA850 act	hgDAF12 agonist	HGIII-sPLA2 inh	hcDAF12 agonist	DAX1 inh-2	PG9 binder
Cc1ccc(NCc2nnc3n2CCCCC3)c(C)c1	3.3	0	4	-2	-0.9	5.2	1.1	-3	-1.0	0.6	-3.1
COCCOC(=O)C1=C(C)NC2=C(C(=O)CC(C)(C)C2)C1c1cccnc1 (configuration not stated)	1.5	4	i	2	-1.9	0.4	-1.5	4	-0.4	-0.3	-0.5
CS(=O)(=O)c1ccc(-c2cc(NC=O)c3ncc(-c4ccc(F)cc4)n3c2)cc1	nt	-2	-135	-1	-1.3	-2.7	-3.3	8	-2.6	-3.0	1.6
COc1ccc(NC(=O)c2ccc(COCC(F)(F)F)cc2)cc1OC	-0.2	-2	1	-2	-1.2	1.7	-1.1	16	0.5	-0.4	0.2
CCCCn1c(N)c(N(CC(C)C)C(=O)CSc2nnc(C)n2-c2ccccc2)c(=O)[nH]c1=O	-0.3	-5	-11	-1	-0.8	-0.2	1.2	-11	0.4	-0.8	-0.2
c1ccc2sc(N3CCN(Cc4nnnn4CC4CCCO4)CC3)nc2c1 (configuration not stated)	0.6	-1	3	-4	-0.9	-1.3	-2.2	4	-0.3	-1.2	-1.1
CCN(C(=O)c1ccco1)c1nc(-c2ccc(OC)cc2)cs1	3.5	2	-8	-10	-0.6	8.3*	5.0	7	2.5	1.2	-3.8
COc1ccc(OC)c(NC(=O)CSc2ncccc2C(=O)O)c1	1.0	-1	2	6	-1.2	-0.1	0.6	5	-0.1	0.4	-0.3
